Screening results: PubChem BioAssay, several laboratories
SARS 3CLpro inh: SARS-CoV 3CLpro protease inhibition. P0C6X7. recombinant SARS-CoV 3CLpro, quenched FRET peptide cleavage. inhibition, % at 6 µM. 290,000 compounds, 0.14% hits; in the data active = inhibition above about 12%
Y pestis TopoI: blocks Yersinia pestis topoisomerase I activity. Y. pestis Topo-I cleavage product accumulation, plate reader. AID 504884. activity, % at 10 µM. 360,000 compounds, 0.064% hits; in the data active = activity above about 50%, passing the limit was not always enough; note: inactives centre near 2
PfHsp40 rescue: compounds rescuing yeast from Plasmodium falciparum HSP40 toxicity; S. cerevisiae expressing PfHsp40, growth rescue, ATP luminescence; growth rescue, % at 12.5 µM; 340,000 compounds, 0.68% hits; AID 504582; in the data active = growth rescue above about 28%, passing the limit was not always enough;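 note: yeast W303a lacking pdr1 and pdr3 grown in galactose medium; growth measured after three days at 30 °C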
TcdB GH inh: TcdB glycohydrolase inhibition; TcdB glycohydrolase enzymatic assay, plate reader; inhibition, % at 9.99 µM; 350,000 compounds, 0.24% hits; AID 652162; in the data active = inhibition above about 10%
Rv3671c protease: inhibitors of M. tuberculosis serine protease Rv3671c. inhibition, % at 5.96 µM. 320,000 compounds, 0.048% hits. AID 2606; in the data active = inhibition above about 38%;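 note: extracellular domain of Rv3671c used as enzyme; 0% = enzyme with DMSO and 100% = no enzyme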
Target sequence (P9WHR9 whole entry, looked up, the tested form may be a part): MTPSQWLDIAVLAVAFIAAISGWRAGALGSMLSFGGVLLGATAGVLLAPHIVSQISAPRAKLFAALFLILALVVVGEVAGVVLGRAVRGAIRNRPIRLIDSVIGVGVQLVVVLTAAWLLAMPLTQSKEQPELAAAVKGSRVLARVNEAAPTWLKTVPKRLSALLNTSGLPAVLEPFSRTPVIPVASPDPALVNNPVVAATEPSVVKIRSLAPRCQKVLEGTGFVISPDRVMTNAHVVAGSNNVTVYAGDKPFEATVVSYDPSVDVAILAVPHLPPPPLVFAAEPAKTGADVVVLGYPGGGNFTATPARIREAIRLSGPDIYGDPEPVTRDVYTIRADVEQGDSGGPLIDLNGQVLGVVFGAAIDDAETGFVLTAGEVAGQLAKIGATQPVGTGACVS
MazF activator: MazEF (E. coli) toxin RNase activation; 350,000 compounds, 0.32% hits; FAM/BHQ RNA-DNA oligo cleavage fluorescence, 5 h; P0AE70; activation, % at 20 µM; in the data active = activation above about 50%
Target sequence (P0AE70 whole entry, looked up): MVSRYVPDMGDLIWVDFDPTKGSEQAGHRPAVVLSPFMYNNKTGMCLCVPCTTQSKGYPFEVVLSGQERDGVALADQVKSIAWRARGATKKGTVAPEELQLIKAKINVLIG
PriA SSB inh: K. pneumoniae PriA-SSBct interaction inhibition. AlphaScreen SSBct-PriA binding, biotinylated peptide. inhibition, % at 33 µM. 430,000 compounds, 0.6% hits; in the data active = inhibition mostly above about 37%, no sharp cut-off; inactive = mostly below about 20%;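 note: plate controls were negative control peptide for no effect and reference peptide for full effect; strong numbers were not always called active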
Anthrax LF inh2: anthrax lethal factor protease inhibition; multiplex microsphere protease cleavage assay, LF; inhibition, % at 10 µM; 360,000 compounds, 0.12% hits; in the data active = inhibition above about 30%; note: plate controls were buffer without enzyme for full effect and enzyme alone for no effect
VHR inh abs: inhibitors of human VHR1 phosphatase (DUSP3). P51452. recombinant VHR phosphatase, pNPP absorbance. inhibition, % at 13.3 µM. 290,000 compounds, 0.52% hits; in the data active = inhibition above about 50%; note: some compounds called inactive have numbers as strong as hits
Target sequence (P51452 whole entry, looked up): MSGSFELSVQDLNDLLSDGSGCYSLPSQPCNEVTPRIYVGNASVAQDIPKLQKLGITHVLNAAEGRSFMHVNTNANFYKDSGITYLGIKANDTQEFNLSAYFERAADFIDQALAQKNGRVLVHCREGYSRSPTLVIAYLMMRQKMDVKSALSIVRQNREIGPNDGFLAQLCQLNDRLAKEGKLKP
BH1578 lux ind: induces V. cholerae light production without autoinducers. AID 588436. activation, % at 18.7 µM. 350,000 compounds, 0.16% hits. V. cholerae BH1578 lux reporter, luminescence, 6 h; in the data active = activation mostly above about 9.7%, no sharp cut-off; note: not every result past the cut was called active; inactives centre near 0; reference of the scale not given here
An asterisk follows results filed as active; i = inactive; . = not tested or not shown.

Molecule	SARS 3CLpro inh	Y pestis TopoI	PfHsp40 rescue	TcdB GH inh	Rv3671c protease	MazF activator	PriA SSB inh	Anthrax LF inh2	VHR inh abs	BH1578 lux ind
Cc1ccc(S(=O)(=O)Nc2ccccc2)cc1[N+](=O)[O-]	.	0.7	0.0	1.1	.	8.8	1.8	6.8	.	-8.3
Cc1ccccc1NC(=O)c1sc(Cl)nc1-c1ccccc1	-1.1	-0.2	-1.5	.	-5.3	1.9	-11.2	-1.9	10.7	-6.2
C/C(=N\NC(=O)c1cc2ccccc2cc1O)c1cc2ccccc2o1	2.2	1.0	1.0	0.8	17.7	-8.5	.	-7.7	12.0	-0.6
C=C(C)C(=O)Nc1cccc(C2=NOC3(C2)C[C@H](C(N)=O)N(C(=O)c2ccccc2)C3)c1 (stereo not given in full)	.	2.5	-1.1	0.2	-3.4	-6.3	-0.2	-4.5	14.9	i
O=C1N(c2ccccc2)C2CS(=O)(=O)CC2N1c1ccc(Br)cc1 (stereo not given)	2.1	-12.2	-1.1	.	-2.5	-3.6	-5.5	0.3	-2.4	.
CN(CC(=O)NCCCc1ccccc1)S(=O)(=O)c1ccc(Br)cc1	3.2	24.2	-0.5	0.3	-0.5	2.3	-17.9	-15.9	7.9	0.7
Cc1nn(CC(=O)NC(=O)c2ccccc2)c(C)c1[N+](=O)[O-]	.	-3.7	-0.1	1.2	-17.1	-0.2	1.8	1.5	.	-0.5
CCOC(=O)C(NC(=O)c1ccccc1Cl)(Nc1ccc(C(F)(F)F)cc1)C(F)(F)F (stereo not given)	-0.3	19.8	0.8	.	5.5	-8.8	-1.5	1.3	-16.1	-0.1

Molecule	SARS 3CLpro inh	Y pestis TopoI	PfHsp40 rescue	TcdB GH inh	Rv3671c protease	MazF activator	PriA SSB inh	Anthrax LF inh2	VHR inh abs	BH1578 lux ind
Cc1ccc(C2SCCN2C(=O)c2ccc([N+](=O)[O-])cc2)cc1 (stereo not given)	3.6	19.6	0.9	.	2.9	4.0	16.2	1.1	-3.9	0.5
CCOC(=O)C1=NNC2(c3ccc(Cl)cc3)C(=O)N(c3ccc(C)cc3)C(=O)C12 (stereo not given)	0.5	16.0	1.1	.	-0.1	-1.8	3.0	-0.8	11.3	i
CC(=O)c1cccc(NC(=S)NCCC2=CCCCC2)c1	-0.6	10.2	-0.8	.	-12.3	-1.8	1.7	-4.1	17.8	1.8
Cc1ccc(S(=O)(=O)c2c(C)cc(C)[nH]c2=O)c(C)c1	3.8	1.1	-0.6	-2.1	8.4	7.4	0.8	4.3	.	i
COCCn1c(=NC(=O)c2ccc3c(c2)OCCO3)sc2cc(S(N)(=O)=O)ccc21	-0.3	4.3	0.2	1.0	-7.7	4.2	-8.7	0.6	-1.8	-1.9
Cc1cccc(S(=O)(=O)C(C#N)c2nc3ccccc3nc2N2CCCC2)c1 (stereo not given)	-5.5	-9.6	2.6	.	2.2	-20.5	-3.0	-0.5	0.0	i
COc1ccccc1N1CCN(C2CCCN(S(=O)(=O)c3ccccc3)C2)CC1 (stereo not given)	4.8	11.4	-1.7	2.4	-1.0	0.5	2.3	6.2	7.7	i
O=C(NC1CCCCCC1)C1c2ccccc2C(=O)N1Cc1cccnc1 (stereo not given)	1.1	-8.6	0.3	.	-0.5	-2.4	2.4	0.2	-0.2	i

Molecule	SARS 3CLpro inh	Y pestis TopoI	PfHsp40 rescue	TcdB GH inh	Rv3671c protease	MazF activator	PriA SSB inh	Anthrax LF inh2	VHR inh abs	BH1578 lux ind
C=CC[C@@H](CC(=O)N[C@H](CO)Cc1ccccc1)C(=O)N[C@@H](C)COC(=O)[C@@H](CC=C)Cc1ccc(F)cc1	.	8.2	-0.7	0.9	3.1	-2.9	9.6	-3.1	.	i
COc1ccc(C(=O)Nc2ccccc2C(=O)NC(C(=O)NCc2ccco2)C(C)C)cc1 (stereo not given)	0.1	1.3	0.8	.	-2.7	-5.0	-8.6	0.1	12.0	i
CCOc1ccc(-n2cnc3c(=O)[nH]c(N)nc32)cc1	4.0	4.7	0.4	1.4	14.0	9.5	-14.3	-6.3	18.6	0.2
COc1ccc(CNC(=O)c2cccnc2Sc2ccc(C)c(C)c2)cc1	2.0	3.9	0.8	.	-12.3	0.5	-3.5	0.0	-4.5	i
CCCC1(CCC)NC(=O)N(CC(=O)c2cc(C)n(-c3ccc4c(c3)OCO4)c2C)C1=O	-5.8	12.9	-1.6	.	-5.8	-13.0	-5.4	-2.0	32.8	-0.7
CCN1CCN(C(=O)c2ccccc2Nc2ccc(SC(F)F)cc2)CC1	-2.6	6.0	-0.5	1.2	-3.1	0.4	0.4	-1.9	28.0	i
Cc1ccc(OC(=O)COc2ccccc2C)c(-n2nc3ccccc3n2)c1	-3.5	3.5	0.1	.	-4.8	-4.5	-42.7	-6.0	20.4	i
CSc1ccc(CN(C)C(=O)C23CC4CC(CC(Cl)(C4)C2)C3)cc1	0.9	49.2	1.6	1.5	-3.9	2.8	-40.0	0.6	14.4	-0.1

Brought forward from above: 3 entries, followed by the next part.
Every second line gives: SARS 3CLpro inh | Y pestis TopoI | PfHsp40 rescue | TcdB GH inh | Rv3671c protease | MazF activator | PriA SSB inh | Anthrax LF inh2 | VHR inh abs | BH1578 lux ind
> CCN1CCN(C(=O)c2ccccc2Nc2ccc(SC(F)F)cc2)CC1
→ -2.6 | 6.0 | -0.5 | 1.2 | -3.1 | 0.4 | 0.4 | -1.9 | 28.0 | i
> Cc1ccc(OC(=O)COc2ccccc2C)c(-n2nc3ccccc3n2)c1
→ -3.5 | 3.5 | 0.1 | . | -4.8 | -4.5 | -42.7 | -6.0 | 20.4 | i
> CSc1ccc(CN(C)C(=O)C23CC4CC(CC(Cl)(C4)C2)C3)cc1
→ 0.9 | 49.2 | 1.6 | 1.5 | -3.9 | 2.8 | -40.0 | 0.6 | 14.4 | -0.1
> CCOC(=O)C1=C(C)N(C[C@@H]2CC[C@@H](Cc3ccc(-c4ccccc4)cc3)O2)C(=O)NC1c1ccc([N+](=O)[O-])cc1 (stereo not given in full)
→ . | 31.6 | 0.9 | 0.7 | . | 0.3 | 5.2 | -13.7 | . | i
> Cc1cc(CNC(=O)COc2ccc([N+](=O)[O-])cc2)c2ccccc2n1
→ 3.1 | 5.1 | -0.4 | 0.7 | 9.4 | -13.1 | -5.4 | 0.2 | 15.4 | -1.6
> Cc1ccc(N2C(=O)C3CCCN3C2=S)cc1C (stereo not given)
→ -0.2 | -8.5 | -0.5 | 0.5 | -4.0 | -2.6 | -1.4 | -11.5 | 18.2 | i
> O=C(O)C1CC(=O)N(Cc2cccnc2)C1 (stereo not given)
→ -1.1 | -2.2 | 0.7 | -0.3 | -3.7 | -8.5 | -9.4 | -2.7 | 6.4 | i
> Cc1ccc(C(=O)NCC(=O)OCCCn2c(=O)[nH]c3ccccc32)cc1
→ . | -3.2 | 0.6 | 0.5 | 3.1 | 2.3 | -6.2 | 3.7 | . | i
> C=CC(C)(C)O[C@@H]1O[C@H](CO)[C@@H](O)[C@H](O)[C@H]1O
→ . | -6.3 | 1.1 | 1.8 | 2.6 | 7.8 | -12.3 | -9.2 | . | i
> COc1cc(CNCCN2CCOCC2)ccc1OCC(=O)NC(C)(C)C
→ -0.6 | 11.1 | 0.2 | . | 2.2 | -1.0 | -5.4 | -5.3 | 11.8 | -0.3
> Cc1ccccc1-c1nc(CN2CCC(C(=O)NC3CCN(Cc4ccccc4)CC3)CC2)c(C)o1
→ -10.2 | 10.6 | 1.0 | 0.1 | 6.1 | 9.0 | -8.0 | -13.7 | . | 0.0
> CC[C@@H](C)[C@@H]1CN([C@@H](CN2CCC[C@H]2CN2C(N)=NC[C@H]2C(C)C)C(C)C)C(=N)N1CCc1ccc(Cl)c(Cl)c1
→ . | 1.8 | 3.1 | . | -0.8 | 23.5 | 0.1 | -7.6 | . | i
> CN1CCc2c(sc3nc(SCC(=O)NCc4ccco4)n(-c4ccccc4)c(=O)c23)C1
→ -1.2 | 9.5 | 0.4 | 4.0 | 3.5 | 11.5 | -14.9 | -0.5 | -12.9 | -0.3
> CSCCC(=O)NC1CCCN(CCc2ccccc2)C1 (stereo not given)
→ 2.9 | 6.7 | -0.2 | -0.6 | -2.1 | 2.3 | -2.0 | -0.7 | 6.5 | -0.4
> O=C(CSc1nnc(COc2ccc(Cl)cc2)o1)N(c1ccccc1)C1CCS(=O)(=O)C1 (stereo not given)
→ . | 28.2 | . | -1.9 | . | 0.2 | . | -5.2 | . | 0.0
> CCCOc1ccc(OC(=O)c2ccc(Br)o2)cc1
→ 3.3 | -0.6 | -0.3 | . | 2.3 | -10.8 | -18.7 | -7.0 | 26.1 | -0.3
> O=C(COC(=O)Cc1ccc(F)cc1)NC1CCCCCC1
→ . | -3.1 | 1.0 | 3.1 | . | 7.9 | -5.6 | 2.7 | . | -0.7
> CN(CC(=O)Nc1ccccc1Cl)C(=O)COC(=O)c1cnccn1
→ -0.9 | 0.9 | -0.2 | 2.2 | -12.6 | -2.1 | -13.7 | 3.0 | 5.0 | -0.4
> CC(C)Oc1ccccc1OCCCCn1cnc2ccccc2c1=O
→ 1.9 | 2.5 | -1.3 | 1.0 | 3.3 | -3.2 | -8.1 | -3.7 | -1.5 | 0.4
> CCOC(=O)N1CCN(S(=O)(=O)N2CCCC(C(=O)NCc3ccccc3Cl)C2)CC1 (stereo not given)
→ 0.1 | 20.4 | 0.0 | -0.3 | 0.1 | -1.4 | -5.8 | 0.7 | 25.2 | -3.1
> COc1ccc(COc2cc(-c3cccc(OC)c3)nc3ccc(N)cc23)cc1
→ -5.7 | -6.4 | -1.3 | 0.9 | -3.8 | -12.3 | -4.8 | -6.0 | 16.3 | i
> COCCCNC(=O)CCCC(=O)NCCCOC
→ 2.3 | -3.3 | -0.2 | . | -1.4 | -4.6 | -4.6 | -0.6 | -15.6 | i
> Nc1ncc2c(n1)-c1ccoc1CC2
→ -5.4 | 0.4 | -0.8 | 0.0 | -1.8 | 7.6 | 1.2 | 6.5 | 23.1 | i
> CC(C)(C)c1nc2c(s1)CCc1onc(-c3ccc(Br)cc3)c1-2
→ . | 4.4 | -1.0 | 1.5 | -3.8 | -1.6 | -8.8 | -5.6 | . | -5.0
> Cc1cc(C(=O)NNc2ccc(F)cc2)no1
→ 0.8 | 5.9 | 17.1 | -6.4 | 1.5 | -8.6 | 1.2 | . | 23.7 | 0.8
> Cc1ccc([N+](=O)[O-])cc1NC(=S)NC(=O)c1ccco1
→ 3.5 | 5.1 | 0.0 | . | -4.2 | 4.2 | 3.8 | 0.2 | -8.2 | -0.3
> CCC(=O)Nc1ccc2c(c1)OCCO2
→ -1.4 | 0.4 | 1.1 | . | 9.9 | 6.8 | -0.8 | 3.7 | 3.8 | i
> CCOC(=O)CNS(=O)(=O)c1cc(-c2nnc(Nc3ccc4c(c3)OCO4)c3ccccc23)ccc1C
→ 0.4 | 4.2 | 0.5 | . | 0.5 | 1.2 | 3.3 | -0.2 | 2.6 | -0.1
> COc1ccc([N+](=O)[O-])cc1NC(=O)c1cccs1
→ -2.6 | -16.4 | . | 1.1 | -0.8 | -17.9 | -9.6 | -9.5 | -24.5 | -0.1

These rows are one share of the data; rates above refer to the full screens.
